# Screening results from PubChem BioAssay.
# FAS-TE inh: inhibitors of human fatty acid synthase thioesterase domain; inhibition, % at 15 µM; recombinant FAS-TE, OMFH fluorogenic substrate, fluorescence endpoint; hit rate 0.67% among 360,000; P49327;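 active means compounds whose normalised, plate-corrected inhibition of enzyme fluorescence in the single-dose primary screen is 50% or more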;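 further: 0% = DMSO with enzyme and 100% = substrate without enzyme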
# Neddyl block: blocks human cullin neddylation; TR-FRET cullin neddylation, biochemical; calls only at 25 µM; hit rate 0.58% among 360,000; in the data active means inhibition above about 36%
# bovine MsrA act: activates bovine MsrA enzyme; purified bovine MsrA, absorbance read-out; activation, % at 10.6 µM; hit rate 0.3% among 360,000; in the data active means activation above about 7.5%;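 further: 0% = vehicle and 100% = reference activator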
# SKN-1 block: C. elegans SKN-1 inhibition; C. elegans VP596 Pgst-4::GFP/RFP ratio, acrylamide-induced, 24 h; hit rate 0.49% among 360,000; inhibition, % at 21.8 µM; AID 624304;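 active means interference check ratio from 0.5 to 1.5 plus GFP to RFP signal ratio inhibition reaching or exceeding a fixed threshold, cut at about 30% in these data, passing the limit was not always enough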; further: some compounds called inactive have numbers as strong as hits
# NRP1-CendR mod: modulators of CendR peptide binding to human neuropilin-1 | inhibition, % at 25 µM | FAM-RPARPAR peptide binding to NRP-1, fluorescence polarization | O14786 | hit rate 0.85% among 360,000 | AID 602438;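 active means inhibition or corrected inhibition above about 18%, plus a signal ratio from 0.5 to 1.5, limit read from the data, passing the limit was not always enough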; further: strong numbers were not always called active
# MsrA inh: inhibitors of bovine MsrA | AID 651718 | purified bovine MsrA, absorbance read-out | inhibition, % at 15.5 µM | hit rate 0.75% among 360,000; in the data active means inhibition above about 4.5%;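 further: 0% = vehicle wells with enzyme and 100% = reference inhibitor wells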
# Rin1-Abl PPI inh: human Rin1-Abl interaction inhibition; P00519+Q13671; TR-FRET Rin1/Abl binding, biochemical; inhibition, % at 7.35 µM; hit rate 0.4% among 360,000; AID 588664; in the data active means inhibition above about 5%, passing the limit was not always enough
# MT1-MMP act inh: inhibitors of human MT1-MMP activation. HT1080 RFP-PRO-GFP cells, GFP/RFP ratio fluorescence, overnight; percent of plate control window, DMSO zero. GFP/RFP ratio change, % at 20 µM. hit rate 0.061% among 360,000. P50281;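 active means GFP/RFP ratio change of at least 30% with cell ATP level not reduced by more than half and red fluorescence within 50% of control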; further: strong numbers were not always called active
#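 Read-out: GFP/RFP fluorescence ratio; Test system: RFP-PRO-GFP reporter HT1080 cells; Compound dosing: single-point 20 µM compound, 1% DMSO; Times: overnight compound exposure at 37 °C.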
# eLon inh: inhibitors of E. coli Lon protease; P0A9M0; purified E. coli Lon protease, fluorescence polarization; inhibition, % at 7.94 µM; hit rate 0.42% among 360,000; in the data active means inhibition above about 13%, passing the limit was not always enough;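 further: 0% = enzyme with probe and DMSO and 100% = no enzyme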
# * = called active by the depositor; i = inactive; nt = no result given.
[1] O=C(Oc1ccc2ccccc2c1)c1ccccc1
[2] CCC(=O)Nc1nc(C)c(-c2csc(Nc3cccc(C(=O)O)c3)n2)s1
[3] CCc1cc2c(-c3ccccc3)cc(=O)oc2cc1OC(C)C(C)=O (centres undefined)
[4] COc1ccc(NC(=O)CSCC(=O)Nc2ccccc2C(=O)N2CCCCC2)cc1
[5] C[C@]12c3[nH]c4ccc(Cl)cc4c3CCN1C(=O)[C@@H](CC(=O)NCCN1CCOCC1)C[C@@H]2C(=O)N1CCOCC1
[6] CCn1c(=O)c2c(nc(SCC(=O)N3CCC(C)CC3)n2C)n(C)c1=O
[7] CC1CN(C(=O)COC(=O)c2cc3ccccc3cc2O)CC(C)O1 (centres undefined)
[8] COCCNCCCCOc1ccccc1-c1ccccc1
Screen / compound no.	1	2	3	4	5	6	7	8
FAS-TE inh	27.8	0.2	24.7	-5.6	-11.5	0.7	5.2	-12.1
Neddyl block	i	i	i	i	i	i	i	i
bovine MsrA act	-2.2	-1.9	-2.5	-3.6	-0.7	-5.4	-1.5	-3.5
SKN-1 block	2.8	0.1	-3.9	-8.1	6.1	-16.6	18.6	-1.0
NRP1-CendR mod	-11.7	-13.1	-0.9	-8.0	5.0	-4.4	2.7	-7.3
MsrA inh	-0.4	1.0	-0.1	-0.1	-0.6	-0.4	1.7	0.4
Rin1-Abl PPI inh	-3.6	-1.8	2.0	-1.7	-4.9	0.1	2.0	-3.8
MT1-MMP act inh	-0.4	-5.0	2.7	-1.5	0.7	-1.0	-1.2	1.5
eLon inh	-4.9	-11.3	-0.1	0.4	4.5	-1.2	-5.7	4.7

[9] Cn1c(N)c(C(=O)COC(=O)Cc2ccsc2)c(=O)n(C)c1=O
[10] CCN(C(=O)COC(=O)/C(=C/c1ccccc1)NC(C)=O)c1c(N)n(Cc2ccccc2)c(=O)[nH]c1=O
[11] COc1ccc(-c2c(-c3ccsc3)oc3c2C(O)CCC3)cn1 (centres undefined)
[12] CCOC(=O)CSc1nnc(CNC(=O)c2ccc(S(=O)(=O)N3CCCC3)cc2)n1C
[13] COc1ccccc1CNC1CCCc2ccccc21 (centres undefined)
[14] CCOc1ccc(CNC(=O)c2ccc3nc(N4CCOCC4)sc3c2)cc1
[15] Cc1ccc(C(=O)Nc2ccc(Cc3ccncc3)cc2)cc1[N+](=O)[O-]
[16] O=C(C[C@@H]1C/C=C\CCCC(=O)OC[C@@H]2CCCN2C1=O)NCCO
Screen / compound no.	9	10	11	12	13	14	15	16
FAS-TE inh	-7.4	-5.5	-9.5	-7.3	-0.7	-2.8	44.4	-10.6
Neddyl block	i	i	i	i	i	i	i	i
bovine MsrA act	-14.0	-3.1	-0.2	-3.2	-3.0	-1.3	-1.5	4.1
SKN-1 block	-1.7	-4.4	3.2	10.3	-5.9	4.4	-0.5	15.8
NRP1-CendR mod	7.1	-0.6	3.5	1.1	-2.1	-11.9	-11.2	15.7
MsrA inh	-1.8	0.0	0.9	0.0	0.2	0.3	1.2	-1.0
Rin1-Abl PPI inh	-1.5	1.9	nt	3.8	3.6	4.4	-1.6	-1.9
MT1-MMP act inh	0.0	-1.5	4.1	-3.8	-0.7	2.8	-3.8	-0.1
eLon inh	2.2	-4.8	-1.2	6.6	5.5	-4.6	-8.5	-5.5

[17] CCN(CC)CCN(C(=O)C1=COCCO1)c1nc2c(OC)ccc(OC)c2s1
[18] COc1ccc(CN2C(=O)C(O)(CC(=O)c3ccc4c(c3)OCO4)c3ccccc32)cc1OC (centres undefined)
[19] O=C(CS(=O)(=O)Cc1ccccc1)Nc1ncccn1
[20] COc1ccc(C(NC(=O)CNC(C)=O)C(=O)Nc2ccc(C(C)C)cc2)cc1 (centres undefined)
[21] CCN(CC)CCn1c(=N)n(CC(=O)c2ccc(Br)s2)c2ccccc21
[22] CN(C)c1ccc(N=Cc2nc(-c3ccccc3)oc2OC(=O)c2ccccc2)cc1
[23] c1cncc(-c2noc(CC3CCCCC3)n2)c1
[24] COCc1cc(C)nc(OCC(=O)N/N=C/c2ccc(OC)c(OC)c2)c1C#N
Screen / compound no.	17	18	19	20	21	22	23	24
FAS-TE inh	-7.1	2.3	-2.6	-1.3	-2.1	-10.9	-1.6	-5.7
Neddyl block	i	i	i	i	i	i	i	i
bovine MsrA act	-0.5	0.6	-2.7	1.9	-0.7	-2.5	-10.9	-3.5
SKN-1 block	0.2	-0.5	29.2	4.7	7.0	29.6	6.4	-5.7
NRP1-CendR mod	8.2	-4.2	-4.4	20.5	2.2	60.9	4.2	2.5
MsrA inh	0.2	-0.4	0.9	1.0	0.3	0.3	-0.6	0.8
Rin1-Abl PPI inh	-3.7	-0.4	-2.9	-1.4	-5.5	0.5	4.1	-1.1
MT1-MMP act inh	2.0	-1.3	-3.6	4.0	5.1	1.8	6.9	1.7
eLon inh	-7.4	-4.5	-3.4	6.5	-2.6	-7.6	-7.9	-5.7

# Look-ups from the results shown:
# In MT1-MMP act inh, entry 22 is listed with 1.8
# In Rin1-Abl PPI inh, entry 19 is listed with -2.9
# In MsrA inh, entry 20 is listed with 1.0

# Along the list, as entered above.
# Compounds 17–24 in bovine MsrA act, in turn: -0.5, 0.6, -2.7, 1.9, -0.7, -2.5, -10.9, -3.5
# Compounds 17–24 in Rin1-Abl PPI inh, in turn: -3.7, -0.4, -2.9, -1.4, -5.5, 0.5, 4.1, -1.1

# Going on with the list:
[25] COc1ccccc1N1C(=O)c2ccccc2NC1c1ccncc1 (centres undefined)
[26] O=C(Nc1nc2cc3c(cc2s1)OCCO3)c1cccc(N2C(=O)CCC2=O)c1
[27] CCC(C(=O)NCCCN1CC(C)CC(C)C1)n1ncn2c(cc3occc32)c1=O (centres undefined)
[28] O=C(CCl)Nc1ccc(Oc2cnc3ccccc3n2)cc1
[29] Cc1nn(C)c2ncc(C(=O)c3ccccc3O)cc12
[30] COCCCC1CCN(Cc2cn[nH]c2-c2cc(OC)c(OC)c(OC)c2)CC1
[31] CCC(=O)Nc1ccc2c(c1)nc(CN1CCN(C(C)=O)CC1)n2C
[32] Cc1cc(C(=O)Nc2ccc(C#N)cc2)on1
Screen / compound no.	25	26	27	28	29	30	31	32
FAS-TE inh	-4.5	-2.6	-9.1	-4.5	0.7	-2.6	-6.1	-6.0
Neddyl block	nt	i	i	i	i	i	i	i
bovine MsrA act	-0.3	0.0	-2.4	-0.1	-6.5	-3.1	-1.6	-0.7
SKN-1 block	-4.0	-2.9	2.1	-25.4	-11.1	8.3	12.1	7.6
NRP1-CendR mod	15.3	-2.8	6.4	-1.2	13.6	1.7	2.9	0.1
MsrA inh	0.9	2.7	-1.2	0.7	1.4	2.2	-0.5	-0.1
Rin1-Abl PPI inh	-1.3	-1.2	-2.1	-1.1	0.5	-3.2	1.1	-1.2
MT1-MMP act inh	12.9	nt	-0.9	-10.7	-0.3	1.0	-1.4	-2.2
eLon inh	-4.3	-3.5	-1.6	-4.4	3.9	-10.0	1.1	-6.5

# Next part (3 carried over from the part before).
[30] COCCCC1CCN(Cc2cn[nH]c2-c2cc(OC)c(OC)c(OC)c2)CC1
[31] CCC(=O)Nc1ccc2c(c1)nc(CN1CCN(C(C)=O)CC1)n2C
[32] Cc1cc(C(=O)Nc2ccc(C#N)cc2)on1
[33] CN(CC(=O)Nc1cccc(F)c1)C(=O)c1ccc(S(=O)(=O)N2CCCC2)cc1
[34] CC(C)N(C(C)C)S(=O)(=O)c1ccc(N2CCc3ccccc3C2)nc1
[35] Nn1c(SCC(=O)NCCC2=CCCCC2)nnc1-c1cccnc1
[36] Cc1cc([N+](=O)[O-])cc2c1NC(=O)C2(O)N1CCOCC1 (centres undefined)
[37] COC(=O)c1c(-c2cccs2)csc1NC(=O)c1cccnc1
[38] Cc1cc(-c2ccccc2)nc(N/N=C/c2ccccc2)n1
[39] NS(=O)(=O)c1ccc(N2CCOCC2)c(C(=O)NCCCSc2ccccc2)c1
[40] O=C(COc1ccccc1)NCc1ccc(-n2cccc2)cc1
Screen / compound no.	30	31	32	33	34	35	36	37	38	39	40
FAS-TE inh	-2.6	-6.1	-6.0	0.5	46.2	-5.8	-10.6	15.7	10.0	-6.6	-2.2
Neddyl block	i	i	i	i	i	i	i	i	i	i	i
bovine MsrA act	-3.1	-1.6	-0.7	-4.2	-1.4	-2.9	-0.6	-4.5	-1.0	-1.3	-10.0
SKN-1 block	8.3	12.1	7.6	-1.6	3.5	16.1	17.2	11.4	3.8	-1.8	-0.6
NRP1-CendR mod	1.7	2.9	0.1	-2.8	30.4*	-20.9	1.3	3.7	14.2	7.8	-3.7
MsrA inh	2.2	-0.5	-0.1	0.2	1.0	-0.4	1.9	1.8	1.0	-0.7	-0.8
Rin1-Abl PPI inh	-3.2	1.1	-1.2	0.9	3.4	2.8	-1.6	1.2	2.2	3.7	-1.6
MT1-MMP act inh	1.0	-1.4	-2.2	-1.4	1.1	-5.2	1.7	-3.6	-5.5	-2.3	4.2
eLon inh	-10.0	1.1	-6.5	-9.8	-6.1	-22.7	1.3	3.1	2.7	-9.8	4.8

[41] C=CCNC(=O)c1ccc2c(c1)S(=O)(=O)c1ccccc1C2=O
[42] CCN(CC)C(=O)C1=C(C)N(CCCOC)C(=O)C(CC(=O)NCc2ccco2)C1 (centres undefined)
[43] Cc1ccc(NC(=O)c2c(C)noc2C)cc1S(=O)(=O)N1CCOCC1
[44] COc1ccccc1N(CC(=O)Nc1ccccc1C(=O)NCC(C)C)S(C)(=O)=O
[45] C#CCSc1nc2ccccc2n1C(=O)c1ccc(S(=O)(=O)N2CCCCC2)cc1
[46] Cc1cccc(C)c1NC(=O)COC(=O)c1ccccc1Nc1ccccc1
[47] CCn1cnc2scc(-c3ccc(C)c(C)c3)c2c1=O
[48] COC(=O)/N=C(/Cc1ccc(OC)cc1)c1ccc(OC)cc1
Screen / compound no.	41	42	43	44	45	46	47	48
FAS-TE inh	-5.7	-4.9	-5.7	-5.0	7.8	-0.7	0.7	1.5
Neddyl block	i	i	i	i	i	nt	i	i
bovine MsrA act	2.9	-2.3	-2.8	-1.2	-3.2	1.1	-2.8	-1.4
SKN-1 block	4.4	7.4	13.7	1.9	2.2	10.0	9.1	31.7
NRP1-CendR mod	19.2	1.4	-2.5	-8.9	11.4	-2.9	18.7	4.8
MsrA inh	-0.4	0.3	-0.5	1.1	-0.6	1.9	0.8	-1.0
Rin1-Abl PPI inh	-1.1	-0.9	0.0	0.5	-2.1	-0.9	-2.1	0.9
MT1-MMP act inh	2.6	-1.4	1.5	2.6	2.1	-5.2	-2.0	-2.4
eLon inh	-16.4	-3.7	-4.1	-10.7	-0.3	-1.0	0.3	7.0

[49] Cc1cc(C)cc(NC(=O)c2ccc(S(=O)(=O)NCc3cccnc3)cc2)c1
[50] O=C(CSc1nccc(=O)[nH]1)c1ccccc1Br
[51] O=S(=O)(NCc1cn2ccsc2n1)c1ccc2c(c1)OCCO2
[52] O=C(NCCCN1CCOCC1)/C(=C/c1ccc(F)cc1)NC(=O)c1ccccc1
[53] COCCNC(=O)Cn1nc(-c2ccc(C)cc2)c2ccccc2c1=O
[54] OCC1(CCc2ccccc2)CCN(Cc2ccc(OC(F)F)cc2)CC1
[55] CCOC(=O)c1cc(=O)c2ccc(OCC(=O)Nc3ccc(F)cc3)cc2o1
[56] COc1ccc(S(=O)(=O)Nc2ccc3c(c2)C(=O)N([C@@H](C)CO)C[C@H](C)[C@H](CN(C)S(=O)(=O)c2ccc(F)cc2)O3)cc1
Screen / compound no.	49	50	51	52	53	54	55	56
FAS-TE inh	-0.6	-8.5	-8.1	-4.7	-3.0	-5.1	1.0	3.3
Neddyl block	i	i	i	i	i	i	i	i
bovine MsrA act	-5.6	-7.7	-4.7	-1.7	0.3	-4.0	-3.6	-2.0
SKN-1 block	13.1	-8.1	1.3	-0.2	1.1	-2.9	-2.0	1.9
NRP1-CendR mod	4.6	-6.7	-5.7	-5.8	5.2	4.9	5.2	-3.9
MsrA inh	-0.8	-0.3	0.2	0.2	-0.3	-0.2	-1.0	-1.0
Rin1-Abl PPI inh	3.2	-2.4	1.1	-3.9	1.2	0.2	2.8	0.4
MT1-MMP act inh	5.2	-2.5	-0.2	0.2	-2.7	-0.4	0.6	-2.9
eLon inh	11.3	-7.6	-1.4	3.4	2.5	-7.4	-5.2	-1.1
